Bioassay records from PubChem BioAssay.
TRPM1 prom inh – inhibitors of MITF-dependent TRPM1 promoter reporter, primary screen, cell-based, SK-MEL-5, single point, luciferase; SK-MEL-5 TRPM1 promoter luciferase, 24 h; inhibition, % at 12.5 µM; actives 0.83% (n = 330,000);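 active = mean inhibition across replicates of 60% or more, whatever share of single replicates reaches that level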; also: values of inactives mirror those of a sister screen read the other way
Granule exo inh – LAMP-1 surface exposure blockers, TALL-104 cells – cell-based, flow cytometry, MLPCN library, primary screen. TALL-104 LAMP-1 surface exposure; cells stimulated with thapsigargin and PMA. inhibition, % at 10 µM. actives 0.66% (n = 360,000). AID 651702, 2012;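 active = inhibition above about 55%, limit read from the data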
CaV13 ICDI inh – Primary screen for inhibitors of IQ motif and Ca2+-dependent inactivation inhibitor domain binding in CACNA1D, Förster resonance energy transfer in living cells, …. inhibition, % at 12.3 µM. actives 0.098% (n = 340,000). HEK cells, CFP/YFP FRET ICDI-IQ, plate reader, 10 min; percent FRET-ratio fall versus neutral wells;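 active = mean replicate inhibition of at least 30% and at least 1% of replicates passing that level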;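 also: 0% = median of the neutral control wells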
NR2E3 ag-1 – inhibitors of NR2E3-RetCOR corepressor binding, primary screen, NR2E3 agonist project, biochemical, TR-FRET, GST-NR2E3, biotin-RetCOR | Photoreceptor-specific nuclear receptor (Homo sapiens), Q9Y5X4 | 1536-well | inhibition of corepressor binding, % at 4.78 µM | actives 0.12% (n = 320,000) | AID 2300, 2010;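 active = percent inhibition above the cutoff of mean plus 3 SD of all tested compounds, set per screening campaign, cut at about 20% in these data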;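 also: 0% = DMSO wells and 100% = biotin wells as full block of FRET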
Target sequence (Q9Y5X4 whole entry, looked up): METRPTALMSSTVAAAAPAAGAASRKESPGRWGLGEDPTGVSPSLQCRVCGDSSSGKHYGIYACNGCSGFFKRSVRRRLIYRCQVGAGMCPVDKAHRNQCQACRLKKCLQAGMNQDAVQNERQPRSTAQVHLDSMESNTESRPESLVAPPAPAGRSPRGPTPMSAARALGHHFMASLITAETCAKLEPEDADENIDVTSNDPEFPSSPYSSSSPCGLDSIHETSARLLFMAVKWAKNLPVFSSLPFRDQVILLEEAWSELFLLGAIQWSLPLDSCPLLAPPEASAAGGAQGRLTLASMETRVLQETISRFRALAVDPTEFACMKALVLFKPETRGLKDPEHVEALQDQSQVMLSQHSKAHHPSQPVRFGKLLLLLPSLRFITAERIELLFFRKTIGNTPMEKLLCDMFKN
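Test system – NR2E3–RetCOR corepressor complex · Quantity – NR2E3 fusion 1.35 nM · Buffer or medium – Tris pH 7.5 · Incubation – Compound–protein incubation for 5 h at 4 °C · Technique – TR-FRET, Eu(K)-anti-GST donor, streptavidin-D2 acceptor, ex 340, em 617/671 nm · Evaluation – percent inhibition of 671/617 nm emission ratio versus biotin and DMSO controls · Plate – 1536-well format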
hiPSC survival – enhancers of single-cell hiPSC survival, primary screen, ATPlite luminescence; 100% = ROCK inhibitor wells, 0% = DMSO; survival enhancement, % at 20 µM; actives 0.044% (n = 360,000); AID 602274, 2012; in the data active = survival enhancement above about 18%;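 also: cells exposed to compounds for 16 hours before the ATP read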
Vif imaging – HIV Vif self-association inhibitors, primary screen, imaging, HEK293T, single point | HEK293T cells, Vif self-association by quenched fluorescence, 24 h | inhibition, % at 7.49 µM | actives 0.35% (n = 340,000); in the data active = inhibition above about 50%, passing the limit was not always enough; also: some results filed as inactive read as strong as hits
PDI inh – inhibitors of human PDI, primary screen, biochemical, turbidity, single point, plate reader | Protein disulfide-isomerase (Homo sapiens), P07237 | PDI insulin aggregation turbidity, A650, 90 min | inhibition, % at 10 µM | actives 0.052% (n = 350,000);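 active = mean inhibition across replicates of 30% or more, whatever share of single replicates reach that level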;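 also: absorbance from insulin aggregation driven by PDI reduction with DTT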
Target sequence (P07237 whole entry, looked up): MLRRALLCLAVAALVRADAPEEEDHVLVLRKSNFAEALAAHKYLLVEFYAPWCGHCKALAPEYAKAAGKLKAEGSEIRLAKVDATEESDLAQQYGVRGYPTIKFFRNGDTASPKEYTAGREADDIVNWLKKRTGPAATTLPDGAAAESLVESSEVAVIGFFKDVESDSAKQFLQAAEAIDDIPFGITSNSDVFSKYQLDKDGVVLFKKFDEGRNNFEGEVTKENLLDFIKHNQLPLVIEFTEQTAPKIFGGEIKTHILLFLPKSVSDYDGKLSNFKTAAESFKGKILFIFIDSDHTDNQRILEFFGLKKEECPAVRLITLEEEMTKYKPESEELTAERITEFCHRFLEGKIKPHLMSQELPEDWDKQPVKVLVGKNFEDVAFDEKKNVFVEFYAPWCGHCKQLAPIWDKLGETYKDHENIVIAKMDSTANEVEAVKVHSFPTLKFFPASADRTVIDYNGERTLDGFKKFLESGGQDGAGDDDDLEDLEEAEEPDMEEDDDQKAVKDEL
NR2E3 ag-2 – NR2E3 agonists in two-hybrid cells, primary screen, cell-based, luminescence, CHO-S, Gal4-NCOR/VP16-NR2E3 | luciferase | inhibition of corepressor binding, % at 3.98 µM | actives 0.35% (n = 360,000) | AID 602229, 2012;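 active = inhibition above the mean of all tested compounds plus 3 SD, cut at about 70% in these data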;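 also: 0% = DMSO with NR2E3 transfected cells and 100% = cells lacking NR2E3 construct; higher means lower luciferase signal from less NR2E3 corepressor binding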
HIF-2a inh – HIF-2a reporter inhibitors, primary screen, luminescence, 786-0 RCC cells. 786-0 RCC cells HIF-2a reporter, luciferase luminescence, overnight. inhibition, % at 18.8 µM. actives 0.72% (n = 360,000). AID 624352, 2012;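 active = inhibition of the luminescence signal of 40% or more relative to plate controls, in a single-dose primary screen at 18.75 µM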
Peg3 prom inh – Peg3 promoter-driven luciferase inhibitors, primary screen, cell-based, HeLa, luciferase luminescence; HeLa PEG-Prom luciferase reporter, overnight; actives 1.7% (n = 360,000); inhibition, % at 20 µM; AID 588405, 2011;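 active = inhibition of at least 50% at 20 µM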
aDG glyco up – activators of alpha-DG glycosylation, primary screen, uHTS, Pro5-aDG cells, AlphaScreen; alpha-DG glycosylation AlphaScreen (IIH6); 0% Pro5, 100% B10-LARGE cell signal; actives 0.22% (n = 360,000); activation, % at 10 µM; AID 624168, 2012;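 active = activation of at least 8% versus controls, or a plate z-score of at least 8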;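 also: Pro5 are CHO cells carrying HIG-tagged alpha-DG that lacks glycosylation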
Numbers without * were called inactive; · = not tested or not shown.

Results follow in this order: TRPM1 prom inh, Granule exo inh, CaV13 ICDI inh, NR2E3 ag-1, hiPSC survival, Vif imaging, PDI inh, NR2E3 ag-2, HIF-2a inh, Peg3 prom inh, aDG glyco up
CNc1ccc(Br)cc(C(=O)/C=C/c2ccc(Cl)cc2Cl)c1=O
→ 31, 100*, -22, 2, -1.1, 1, 9, -13, -2, 62*, -0.1
COc1ccc(/C=C/C(=O)Nc2ccccc2C(N)=O)cc1S(=O)(=O)N1CCOCC1
→ 5, 1, -5, ·, 0.4, 3, -9, -5, -13, 2, -0.1
COc1ccccc1NC(=O)COC(=O)c1cnccn1
→ 4, 1, -4, -3, -1.8, -8, -9, -24, 5, 2, -0.3
CCOC(=O)c1cnc2ccccc2c1Nc1ccc(C(=O)O)cc1
→ 12, -1, -5, 4, -1.2, -1, 2, -14, 21, 2, 0.3
O=C(NCc1ccccc1)C1c2ccccc2OCC(=O)N1Cc1cccnc1 (stereo unspecified)
→ ·, -3, -3, ·, -0.5, ·, ·, 5, 2, ·, 0.1
CCCN(CCC)C(=O)CSc1nc2n[nH]c(C)c2c(=N)n1-c1ccc(OC)cc1
→ 21, -1, -2, 2, 2.8, -13, -2, 20, 25, 31, 0.7
CCOc1ccc2[nH]c3c(=O)n(CCC4=CCCCC4)cnc3c2c1
→ -15, -2, -2, 3, -0.2, -9, -9, -14, 0, 8, 0.1
COC(=O)[C@]1(Cc2ccccc2)N[C@H](CN(C)S(=O)(=O)c2ccc(OC(F)(F)F)cc2)[C@@H]2C(=O)N(C)C(=O)[C@@H]21
→ -3, 1, -7, ·, -3.7, -1, 2, -6, -6, 1, 0.0
O=C(Nc1ccc(C(F)(F)F)cc1)c1cc(S(=O)(=O)NCC2COc3ccccc3O2)ccc1F (stereo unspecified)
→ 1, 14, -5, -2, -1.8, 9, -6, 8, -44, 28, 4.3
O=C(O)C1(C(=O)O)CCC2(CCCCC2)CC1
→ ·, -2, -5, ·, -2.1, -2, -1, -31, 10, -13, 0.1
CCn1c(SCC(=O)Nc2ccccc2C(=O)OC)nnc1-c1ccoc1C
→ 7, 2, -1, 5, -0.5, ·, -3, -22, 20, 11, -0.2
CC(C)CC(C(=O)Nc1oc(-c2ccco2)c(-c2ccco2)c1C#N)N1C(=O)c2ccccc2C1=O (stereo unspecified)
→ 2, 1, -4, 2, 0.3, 31, -6, -19, 13, 11, 0.1
O=C(O)c1ccc(N2C(=O)CC(SC(=NCc3ccc4c(c3)OCO4)Nc3ccc(F)cc3)C2=O)cc1 (stereo unspecified)
→ 1, -2, -6, -2, -1.2, 11, 2, -9, 16, -3, 0.1
Cc1c(NC(=O)c2ccc(CN3CCc4ccccc4C3)cc2)c(=O)n(-c2ccccc2)n1C
→ 21, 4, -5, -3, 2.6, -13, -4, 8, -1, 4, 0.1
CC(=O)C1=C(C)NC(=O)NC1/C=C/c1ccccc1 (stereo unspecified)
→ 3, 0, ·, 1, -0.6, 4, 7, 7, 7, 7, -0.1
Cc1ccc2[nH]cc(/C=C/c3cc[n+](C)cc3)c2c1
→ 38, 1, -94, ·, -0.5, ·, -1, -37, 8, 18, 0.1
Cc1ccccc1N1CCN(C2CCCN(C(=O)CCN3CCCO3)C2)CC1 (stereo unspecified)
→ -3, -5, -3, -3, 0.0, -2, 8, -3, 14, 13, 0.2
COc1cccc(N2CCN(C(=O)CCCCCn3c(=S)[nH]c4cc5c(cc4c3=O)OCO5)CC2)c1
→ -1, 1, -15, 4, -0.2, -3, -3, -7, 10, 4, 0.2
O=C(Nc1ccc(Cl)cc1)N1CCCC1
→ -25, -1, -4, -4, -2.6, -2, -1, 18, -78, -129, -0.1
CCOC(=O)C1Nc2ccc(C(F)(F)F)cc2C2C=CCC12 (stereo unspecified)
→ -3, -2, -6, 2, -2.7, -2, 0, -36, 5, -5, 0.1
O=C1NC2CCCCC2C(=O)N1OS(=O)(=O)c1ccccc1 (stereo unspecified)
→ -3, -3, -8, ·, -0.9, 2, 2, 4, 12, 51*, -0.3
N/C(=N\OC(=O)c1cccs1)c1cccnc1
→ -49, 0, -2, 2, -0.5, 15, 12, -71, -162, -158, 0.1
CCNC(=O)Nc1ccc(-n2nc(C)c(C(=O)OCC)c2C)nc1
→ -6, 5, 12, -2, -0.6, -3, 10, -10, -16, -4, 0.0
COc1ccc(OCC(=O)N(Cc2cccs2)C2CCS(=O)(=O)C2)cc1 (stereo unspecified)
→ 1, 0, -2, 0, 1.3, 11, 12, -11, 10, 1, 0.0
COc1ccc(OC)c(S(=O)(=O)NCCc2ccccc2)c1
→ -7, -4, -9, -2, -1.4, 7, -1, -39, -34, -22, 0.1
COc1ccccc1NC(=O)CNC(=O)c1ccc([N+](=O)[O-])cc1
→ 5, 0, -1, -4, 0.6, 11, 1, 5, 11, 13, 0.0
CCn1c(SC(C)C(=O)OC)nnc1-c1c[nH]c2ccccc12 (stereo unspecified)
→ 9, -10, -3, 0, 2.6, -7, ·, 11, 18, 11, -0.1
C[n+]1ccccc1/C=C/c1ccc(C#N)cc1
→ 4, -6, -7, 0, -0.5, 7, 25, -15, 15, 10, -0.2
Cc1ccc(-c2[nH]c(-c3ccc(Cl)cc3)nc2SCC(=O)NCC2CCCO2)cc1 (stereo unspecified)
→ 4, -2, -7, 1, 1.3, -13, ·, -19, -3, 22, 0.1
CC1CN(CCOc2cccc(Oc3ccccc3)c2)CC(C)O1 (stereo unspecified)
→ 3, 16, -5, -2, 0.4, -6, 3, -3, -4, 15, 0.3

A second format for some results above:
| smiles | TRPM1 prom inh | Granule exo inh | CaV13 ICDI inh | NR2E3 ag-1 | hiPSC survival | Vif imaging | PDI inh | NR2E3 ag-2 | HIF-2a inh | Peg3 prom inh | aDG glyco up |
| --- | --- | --- | --- | --- | --- | --- | --- | --- | --- | --- | --- |
| CCn1c(SC(C)C(=O)OC)nnc1-c1c[nH]c2ccccc12 (stereo unspecified) | 9 | -10 | -3 | 0 | 2.6 | -7 | · | 11 | 18 | 11 | -0.1 |
| O=C(O)C1(C(=O)O)CCC2(CCCCC2)CC1 | · | -2 | -5 | · | -2.1 | -2 | -1 | -31 | 10 | -13 | 0.1 |
| Cc1ccc(-c2[nH]c(-c3ccc(Cl)cc3)nc2SCC(=O)NCC2CCCO2)cc1 (stereo unspecified) | 4 | -2 | -7 | 1 | 1.3 | -13 | · | -19 | -3 | 22 | 0.1 |

Additional entries
Results follow in this order: TRPM1 prom inh, Granule exo inh, CaV13 ICDI inh, NR2E3 ag-1, hiPSC survival, Vif imaging, PDI inh, NR2E3 ag-2, HIF-2a inh, Peg3 prom inh, aDG glyco up
CCOc1ccc(NC(=O)c2ccc(NC(=O)c3ccc(NC(N)=O)cc3)cc2)cc1
→ ·, -2, -6, ·, -0.2, 0, 5, -28, 0, -18, 0.0
Cc1ccc(C)c(S(=O)(=O)Nc2ccc(C(=O)N3CCOCC3)cc2)c1
→ ·, -2, -17, ·, 2.9, ·, -4, 4, 4, 7, -0.2
COC(=O)c1c(NC(=O)Cc2cccs2)sc2c1CCC(C)C2 (stereo unspecified)
→ -68, -1, -8, 1, 0.8, 7, 2, -15, -276, -209, -0.1
CCCn1c(CNc2ccc(Br)cc2)nc2ccccc21
→ -13, 1, 22, -1, -1.3, ·, ·, 54, -148, -114, 3.8
Cc1sc2ncnc(NCC(O)c3ccc([N+](=O)[O-])cc3)c2c1C (stereo unspecified)
→ 22, 48, -2, 7, -0.1, -10, -5, 105*, 2, 22, 1.3
CN(C)c1cccc(C(=O)NCCCSc2ccccc2)c1
→ -13, 2, -6, 4, -0.3, -7, 15, -12, -168, -148, 0.0
Cc1ccc(NS(=O)(=O)c2ccc(C)c(NC(=O)COc3ccc4ccccc4c3)c2)c(C)c1
→ 17, 9, -4, 0, 0.1, -11, 3, 7, 9, 27, 0.4
Cc1cc(C(=O)Nc2ccc(Cl)cc2)n(-c2ccccc2)n1
→ -39, -8, -5, -2, 0.5, 4, 16, -57, -110, -40, 2.7*
Cc1ccc(C(c2c(O)nc3n(c2=O)CCS3)c2c(O)nc3n(c2=O)CCS3)cc1
→ 12, 12, -2, -1, 0.9, -2, 17, 22, 12, 7, 0.2
O=C(CN1C(=O)C2CC=CCC2C1=O)Nc1nnc(C2CC2)s1 (stereo unspecified)
→ 7, -2, -3, -1, 4.5, -1, 3, -6, 2, -1, -0.1
COc1ccccc1CN1CC(C(=O)NCc2ccc(N3CCCC3=O)cc2)CCC1=O (stereo unspecified)
→ 4, -6, -6, 1, -0.2, -1, -2, 9, -4, -12, -0.1
CCn1cc(C(=O)NC(C)C)c(=O)c2cc(F)c(N3CCN(C(=O)c4ccco4)CC3)cc21
→ 19, -14, -2, 0, 0.3, 2, -5, -27, 16, 43, -0.4
COc1cccc(CNC(=O)CCC2CCCN(C(=O)Cc3ccccc3F)C2)c1 (stereo unspecified)
→ -10, 3, 0, 2, 0.3, -4, 3, 0, -18, -4, 0.0
O=C(Nc1ccccc1)/C(=C\c1ccc2c(c1)OCO2)NC(=O)c1ccco1
→ -5, -1, -8, 2, 1.1, 3, 9, -11, -8, 8, -0.1
COc1cc(C(=O)Nn2cnnc2)ccc1OC(F)F
→ -7, 0, -18, 1, 1.2, -10, 0, -44, 17, 3, -0.1
CC(C)(C)n1nnnc1C(c1ccccn1)N1CCN(C(c2ccccc2)c2ccccc2)CC1 (stereo unspecified)
→ -7, 4, 4, 0, 0.9, -2, -2, -28, 8, 12, 0.2
CCc1nnc(NS(=O)(=O)c2ccc(NC(=O)c3cc(Cl)ccc3OC)cc2)s1
→ -17, -4, -20, -1, 0.6, 10, 0, -11, 17, 15, 0.0
Cc1ccc(C)c(NC(=O)CN(C)C(=O)c2cc(C3CC3)nn2-c2ccccc2)c1
→ 3, 6, -4, ·, -0.3, -15, 3, -27, -3, 9, -0.1
